KB-V1 MDR tox = kills drug-selected multidrug resistant KB-V1 cells. KB-V1 MDR cells viability, CellTiter-Glo, 72 h. Potency, µM (top dose mostly 46.1 µM), inactives show at the highest dose activity change, negative = cytotoxicity, most hits filed as cytotoxic. 400,000 compounds, 3.4% hits; also: % is scaled to controls: 0 for no effect and ±100 for the full control effect; nearly all actives have a fitted effect of over 60% in size
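Readout: CellTiter-Glo luminescence, 10 min after addition. Cells: KB-V1 MDR subline, 72 h at 37 degrees C with compound. Analysis: corrected, normalized data fitted to concentration-effect curves.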
SW480 rereplic = DNA re-replication induction in SW480 cells; SW480 DNA re-replication, Hoechst DNA content imaging, 48 h; Potency, µM (top dose mostly 46.1 µM), without a hit: at the highest dose re-replication activation, actives largely listed as activators; 340,000 compounds, 1.8% hits; AID 624297; also: % of control where 0% means no effect; nearly all actives have a fitted effect of over 55% in size
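250 cells/well; 23 nL cpd via pin tool; 48 hr, 37 C, 5% CO2; Hoechst 40 min; imager read of total nuclear intensity, ex 405/em 500-530 nm.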
GLP1R cytotox = cytotoxic in the GLP-1 receptor inverse agonist counter-screen. HEK293 cAMP-luciferase reporter cells, luminescence, 24 h. Potency, µM (titrated, usually from 38.3 µM), for the others: at the top dose activity change, negative = inhibition, actives largely listed as inhibitors. 410,000 compounds, 0.13% hits. AID 624418;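 also: loss of luciferase light is scored as toxicity; % is scaled to controls: 0 for no effect and ±100 for the full control effect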
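Luminescence readout: signal drop marks cytotoxicity. Plated cells grew 12 h at 37 °C, 5% CO2, received 23 nL compound for 24 h, then got luciferase reagent, read after 12 min at RT.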
GLP-1R agonist = GLP-1 receptor (human) agonism; AID 624172; Potency, µM (doses to about 45.6 µM), for inactives: at the highest dose activation, hits mostly activators; HEK293 GLP-1R CRE-luciferase, luminescence, 4-6 h; cells express a hypersensitive GLP-1R form; P43220; 380,000 compounds, 0.007% hits; also: % of control where 0% means no effect
Target sequence (P43220 whole entry, looked up): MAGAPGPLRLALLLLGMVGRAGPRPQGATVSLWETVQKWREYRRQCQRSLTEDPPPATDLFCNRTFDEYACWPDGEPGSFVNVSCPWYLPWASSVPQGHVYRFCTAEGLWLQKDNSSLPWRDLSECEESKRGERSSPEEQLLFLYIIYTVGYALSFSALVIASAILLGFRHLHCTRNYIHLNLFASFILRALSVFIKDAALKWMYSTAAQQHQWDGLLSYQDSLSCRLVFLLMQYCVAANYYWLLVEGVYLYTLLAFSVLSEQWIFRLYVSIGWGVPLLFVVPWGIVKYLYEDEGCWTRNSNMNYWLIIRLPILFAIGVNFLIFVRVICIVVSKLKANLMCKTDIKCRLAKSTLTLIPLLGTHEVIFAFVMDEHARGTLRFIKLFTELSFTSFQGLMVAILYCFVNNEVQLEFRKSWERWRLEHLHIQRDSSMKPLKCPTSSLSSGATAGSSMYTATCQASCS
HT1080 IDH1KD tx = HT-1080 IDH1 knockdown cell toxicity (counter line); 360,000 compounds, 2% hits; HT-1080 IDH1 knockdown viability, ATP luminescence, 48 h; Potency, µM (top dose mostly 46.1 µM), for inactives: at the top dose activity, negative = toxicity, usual class: cytotoxic;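 also: 0% = DMSO wells and -100% = cell-free medium wells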
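CellTiter-Glo luminescence after 48 h compound exposure at 37 degrees C of IDH1-knockdown HT-1080 cells in 5% FBS RPMI. %Activity scaled between DMSO wells and cell-free media wells, with curves fitted and assigned curve classes.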
TDP43 rescue = TDP-43 toxicity inhibition in yeast; AID 652104; TDP-43 expressing yeast growth rescue, BacTiter-Glo, 24 h; Potency, µM (highest dose often 46.1 µM), without a hit: at the top dose growth rescue (activation), usual class: activators; 410,000 compounds, 1.8% hits; also: % of control where 0% means no effect; nearly all actives have a fitted effect of over 50% in size
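Yeast expressing TDP-43 (pregrown in raffinose, seeded at OD600=0.02 in galactose medium) exposed to compounds 24 hr at 30 deg C. Growth read by BacTiter-Glo luminescence; rescue of toxicity appears as increased signal.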
GLP1R inv ag = GLP-1 receptor (human) inverse agonism. P43220. HEK293 GLP-1R CRE-luciferase, luminescence, 24 h; GLP-1R form is constitutively active. Potency, µM (top dose mostly 38.3 µM), for inactives: at the top dose activity change, negative = inhibition, actives largely listed as inhibitors. 410,000 compounds, 1.6% hits. AID 624417; also: % is scaled to controls: 0 for no effect and ±100 for the full control effect; nearly all actives have a fitted effect of over 55% in size
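GLP-1R inverse agonism mode: basal reporter luminescence in engineered HEK293 cells measured after one day of compound exposure at 37 deg C, with a 12 min room-temperature detection step.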
HT1080NT lethal = kills 2HG-producing HT-1080-NT fibrosarcoma cells; HT-1080-NT fibrosarcoma viability, CellTiter-Glo ATP luminescence, 48 h; Potency, µM (titrated, usually from 46.1 µM), inactives show at the top dose activity, negative = less viability, usual class: cytotoxic; 360,000 compounds, 1.6% hits;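 also: NT is the 2HG producing partner of a matched IDH1 knockdown line; 0% = DMSO-treated cells and -100% = media-only wells without cells; nearly all actives have a fitted effect of over 55% in size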
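750 cells/well, RPMI + 5% FBS; 2 h settle, compound pin-transfer, 48 h at 37 degrees C. CellTiter-Glo 10 min RT, luminescence. Normalized to DMSO and media-only wells.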
KB-3-1 tox = KB-3-1 parental cell cytotoxicity. KB-3-1 viability, CellTiter-Glo ATP luminescence, 72 h. Potency, µM (titrated, usually from 46.1 µM), without a hit: at the highest dose activity change, negative = cytotoxic, most hits filed as cytotoxic. 400,000 compounds, 1.4% hits; also: % is scaled to controls: 0 for no effect and ±100 for the full control effect; nearly all actives have a fitted effect of over 60% in size
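KB-3-1 parental drug-naive adenocarcinoma cells in DMEM/10% FBS, incubated 72 h at 37 C with pin-transferred compounds across a concentration series. Viability by CellTiter-Glo luminescence; concentration-response curves fitted after normalization.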
* marks the source's active call; other numbers are inactive results; ? = inconclusive; . = not tested or not shown; & = joins results of further samples; [ ] = another dose, or the depositor's remark. Calls follow the shape of the dose curve; as a rule, active = well fitted curve in the direction sought with a large enough effect; inconclusive = small, poorly fitted or top-dose-only effect, or another doubt; inactive = no such curve, though single readings can be large; an effect the other way counts as inactive or inconclusive. Potency is read from the fitted curve at half-maximal effect.

Sample of the layout, three compounds:
SMILES | KB-V1 MDR tox | SW480 rereplic | GLP1R cytotox | GLP-1R agonist | HT1080 IDH1KD tx | TDP43 rescue | GLP1R inv ag | HT1080NT lethal | KB-3-1 tox
O=C(NNC1=Nc2ccccc2SC1)c1ccccc1F | ? | ? | ? | 5% | -28% | -26% | ? | -19% | -3%
O=C(CCCN1C(=O)c2ccccc2C1=O)NCCC1=CCCCC1 | 4% | 2% | 20% | 4% | -10% | 7% | 58%[activator] | -7% | 0%
Fc1ccc(-n2c(-c3ccc4ccccc4n3)n[nH]c2=S)cc1 | ? | -9% | -5% | 5% | 4% | 20% | -3% | 2% | 11%

This part in full, from the first entry:
SMILES | KB-V1 MDR tox | SW480 rereplic | GLP1R cytotox | GLP-1R agonist | HT1080 IDH1KD tx | TDP43 rescue | GLP1R inv ag | HT1080NT lethal | KB-3-1 tox
O=C(NNC1=Nc2ccccc2SC1)c1ccccc1F | ? | ? | ? | 5% | -28% | -26% | ? | -19% | -3%
O=C(CCCN1C(=O)c2ccccc2C1=O)NCCC1=CCCCC1 | 4% | 2% | 20% | 4% | -10% | 7% | 58%[activator] | -7% | 0%
Fc1ccc(-n2c(-c3ccc4ccccc4n3)n[nH]c2=S)cc1 | ? | -9% | -5% | 5% | 4% | 20% | -3% | 2% | 11%
Cc1noc(C)c1CSCC(=O)Nc1nc2ccc(F)cc2s1 | -7% | 0% | 14% | 8% | -11% | ? | -27% | -1% | -8%
N#CC1(NC(=O)CN2C(=O)c3ccccc3C2=O)CCCCC1 | 14% | -16% | -4% | -1% | -3% | 16% | -2% | -21% | 18%
COc1ccc(NC(=O)COc2ccc(S(=O)(=O)N3CCOCC3)cc2C)cc1OC | -17% | -5% | 16% | 11% | 24% | -16% | -6% | 10% | -5%
CCOc1ccccc1CNC(=O)C1CCN(c2nn3cc(-c4ccc(F)cc4)nc3s2)CC1 | 10% | . | 5% | . | . | 1% | 15% | . | 15%
COc1cccc(OCc2cc(C(=O)NCCc3cccc(C)n3)no2)c1 | -5% | ? | -5% | 20% | -17% | -15% | 7% | -1% | 6%
Cc1ccc(CNC(=O)c2c(O)nc3c(C)cccn3c2=O)cc1 | ? | . | 18% | . | . | -16% | -2% | . | -8%
Cc1ccc(NC(=O)Cn2cc(C=O)c3ccccc32)cc1 | 0% | 15µM* | -7% | 2% | 0% | 9% | -17% | -15% | -11%
COc1cccc2c1C(=O)c1ccc3ccccc3c1C2=O | -18% | -1% | -12% | 23% | -9% | 8% | 27% | -6% | 14%
CCc1nn(CC(=O)N2CCC(C)CC2)c(=O)c2cccn12 | -9% | -20% | -11% | 3% | 0% | 15% | 10% | 9% | 1%
CN(Cc1ccccc1)S(=O)(=O)c1ccc(NC(=O)C2CCCO2)cc1 (stereo not given) | 0% | -3% | 8% | -5% | 4% | -7% | 0% | 7% | -3%
COc1cc(OC)c2ccc(=O)oc2c1C(CC(=O)N1CCCC(C)C1)c1ccc2c(c1)OCO2 (stereo not given) | -3% | 1% | -6% | 16% | 2% | 14% | 21% | 0% | 6%
C=CCn1c(-c2ccccc2)ccc(C#N)c1=O | 3% | -1% | 1% | 23% | 3% | ? | 1% | -8% | 8%
O=C(Nc1ccc(Cl)cc1F)c1cc(S(=O)(=O)NC2CCCCCC2)ccc1F | 8% | . | -7% | . | . | -5% | ? | . | -10%
CCNC(=O)COc1ccc(F)cc1C(=O)c1cnn(-c2ccccc2)c1 | -13% | -6% | -8% | 33% | -15% | -2% | 25% | -6% | -1%
CCOC(=O)c1c(C)oc2nc(C)nc(Nc3ccc(C)c(Cl)c3)c12 | -14% | . | 6% | . | . | -17% | -18% | . | 2%
O=C(NCc1ccccc1)NCc1cccs1 | -3% | 7% | 1% | 7% | 6% | -4% | 3% | 4% | ?
O=C(/C=C/c1ccc(S(=O)(=O)NCc2ccco2)cc1)NCc1cccc(Cl)c1 | ? | . | -29% | 10% | ? | 3% | ? | -28% | 0%
c1ccc(OCCOc2cccc3cccnc23)cc1 | -11% | -2% | 1% | 1% | -3% | 22% | -22% | -2% | 5%
O=C(COc1ccc(Cl)cc1)Nc1ccccc1Cl | ? | -1% | 0% | 9% | 20% | 0% | 6% | 21% | -4%
Cn1cc(C(=O)N2CCc3ccccc3C2)c(=O)c2cc(S(=O)(=O)N3CCOCC3)ccc21 | 14% | -7% | -11% | 7% | 10% | -6%[0.397 µM] | 51%[activator] | 9% | -9%
COc1ccc2c(c1C)CCC(C)(C#N)C2=O (stereo not given) | ? | -9% | -10% | 17% | 18% | 13% | 18% | 6% | -2%
O=C(O)c1ccc(NC2=C/C(=N/S(=O)(=O)c3ccccc3)c3ccccc3C2=O)cc1 | ? | 3.3µM* | ? | -8% | 5.8µM* | -7%[9.22 µM] | ? | 4.1µM* | 18µM*
CCOc1ccc(N2CC(C(=O)NCCc3ccccc3)CC2=O)cc1 (stereo not given) | -21% | ? | 2% | -8% | 18% | 1% | 15% | 14% | 3%
CC(=O)Nc1cccc(NC(=O)CSc2nnc(Cc3cccn3C)n2CCc2ccccc2)c1 | -11% | 2% | -6% | 1% | -2% | -22% | -4% | 6% | -3%
COc1ccc(C(=O)NCC(=O)N/N=C/c2cn[nH]c2-c2ccccc2)cc1 | -1% | -4% | ? | 10% | 10% | 1% | -8% | 0% | 0%
Cc1cc2cc(CNS(=O)(=O)c3ccccc3)ccc2n1C | 5% | 2% | ? | -4% | -15% | -22% | -24% | -2% | -3%
CC(C)CCOCC(=O)Nc1cccc(C(=O)O)c1 | 1% | -7% | -1% | -13% | 1% | -9% | -28% | -1% | 2%
Cc1nc(NC(=O)/C=C/c2ccccc2)n[nH]1 | ? | ? | -1% | 1% | 18µM* | 22µM* | 90%[activator] | 9.2µM* | ?
CCOC(=O)c1cc(S(=O)(=O)N2CCCC2)cn1C | ? | 3% | -9% | -5% | -3% | 7% | -4% | -1% | 1%
Cc1ccc(C)c(NC(=O)C2CCCN(S(=O)(=O)c3c(C)nn(C)c3C)C2)c1 (stereo not given) | -3% | -17% | -1% | 6% | -6% | -8% | -16% | -23% | -3%
CCOc1cc2[nH]c(=S)n(Cc3ccc(C(=O)NCCCOC)cc3)c(=O)c2cc1OCC | -6% | ? | 9% | 20% | 4% | 13% | 16% | -1% | -1%
COc1cccc2c1C(CCCC(=O)O)CCC2 (stereo not given) | 0% | -5% | 0% | 5% | 4% | ? | 9% | 0% | 0%
COc1ccc(-c2noc(N3CCCC(C(=O)Nc4ccc(C(C)=O)cc4)C3)n2)cc1 (stereo not given) | 1% | -7% | -3% | 2% | -5% | 23% | -1% | -18% | -11%
O=C(Nc1ccccc1C(F)(F)F)C1CCN(C(=O)c2cccs2)CC1 | 2% | -10% | -9% | 9% | -2% | 2% | 13% | 9% | 2%
CCOC(=O)c1cc(C(O)(C(F)(F)F)C(F)(F)F)c(/N=C/N(C)C)o1 | 14% | -11% | -4% | 0% | 0% | 9% | 1% | -1% | 1%
CC(=N\NC(=O)c1cc(Br)ccc1O)/C(=N/O)C(=O)Nc1ccccc1 | -5% | ? | -25% | 0% | 16µM* | -1% | ? | ? | -43%
CCC(C(=O)NC1CCCCC1)n1c(SCc2cccc(F)c2)nc2ccncc21 (stereo not given) | 9% | ? | -9%&-19% | 5% | 5% | -8%&17% | ? | ? | -9%
S=C(NCCCN1CCOCC1)Nc1ccc(Nc2ccccc2)cc1 | 14% | -8% | 1% | -3% | 9% | 13% | -17% | -8% | -10%
CC(=O)c1ccc(NC(=O)NCc2ccc(F)cc2)cc1 | ? | -2% | 7% | 11% | 1% | -4%[0.397 µM] | 18% | 0% | -7%
N#C/C(=C\c1ccc(Sc2nc3ccccc3[nH]2)o1)c1ccccc1 | 0% | 43% | 5% | -7% | ? | 22% | ? | ? | -16%
O=C(COc1ccccc1)NCc1cccs1 | 17% | 3% | -3% | 23% | 14% | -10% | 1% | -6% | 0%
OCCC1CN(Cc2ccc(-n3cccn3)cc2)CCN1Cc1ccccc1 (stereo not given) | 1% | -1%[1.84 µM] | -8% | 6% | -18% | . | -33% | -20% | -3%
CC(NC(=O)CNC(=O)c1cccc(Cl)c1)c1ccccc1 (stereo not given) | 11% | -3% | 2% | 7% | 0% | 5% | -26% | 5% | 0%
COc1ccc([C@H](NC(=O)OC(C)(C)C)C(=O)OC(C)(C)C)cc1 | -3% | -2% | -21% | 7% | 9% | 21% | ? | 4% | 16%
CCCCn1c(N)c(N(CCC(C)C)C(=O)C2CC(=O)N(c3cccc(SC)c3)C2)c(=O)[nH]c1=O (stereo not given) | 1% | 2% | 18% | 7% | -5% | -9% | 9% | -7% | 3%
CC(C)CNC(=S)N1CCC(C(=O)c2ccc(Cl)cc2)CC1 | -20% | . | -6% | -6% | -21% | ? | ? | -12% | -26%
CO/N=C/CC(=O)c1ccc([N+](=O)[O-])c(CS(=O)(=O)c2ccc(Cl)cc2)c1 | 2% | 0% | 0% | -5% | 4% | 8% | -8% | 2% | -6%
COc1ccc(-c2noc(CCCC(=O)NCc3ccco3)n2)cc1OC | -23% | -4% | -10% | 17% | 6% | 3% | 13% | 7% | 14%
Cc1cc(F)ccc1NC(=O)c1cc(S(=O)(=O)N2CCCC2)cn1C | 8% | 1% | -5% | -1% | 0% | 2% | -18% | -9% | 0%
COc1cc(OC)c(NC(=S)NCc2ccccc2)cc1Cl | -23% | -3% | -7% | 6% | 5% | 3% | ? | 1% | 6%
CN(C(=O)COC(=O)CCc1c[nH]c2ccccc12)c1ccccc1 | ? | -16% | -3% | 2% | 3% | -12% | ? | -1% | 0%
Nc1cc(C(=O)OCC(=O)NCc2ccco2)ccc1Cl | -3% | -8%[9.22 µM] | -2% | -13% | 0% | -3% | 10% | 12% | -8%

Compound activity deposited in PubChem BioAssay by National Center for Advancing Translational Sciences (NCATS).
